# From PubChem BioAssay
# RGS4-Gao reg = modulates binding of RGS4 to human Galphao | Multiplexed bead flow cytometry; actives lie on both sides | 220,000 compounds, 0.33% hits | P09471 | binding response (% of control), % at 10 µM | AID 1415; in the data active = binding response below about 49% or above about 150%; inactive = in between;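 also: fluorescent Galphao activated with aluminum fluoride binding bead-coupled RGS4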
# Target sequence (P09471 whole entry, looked up): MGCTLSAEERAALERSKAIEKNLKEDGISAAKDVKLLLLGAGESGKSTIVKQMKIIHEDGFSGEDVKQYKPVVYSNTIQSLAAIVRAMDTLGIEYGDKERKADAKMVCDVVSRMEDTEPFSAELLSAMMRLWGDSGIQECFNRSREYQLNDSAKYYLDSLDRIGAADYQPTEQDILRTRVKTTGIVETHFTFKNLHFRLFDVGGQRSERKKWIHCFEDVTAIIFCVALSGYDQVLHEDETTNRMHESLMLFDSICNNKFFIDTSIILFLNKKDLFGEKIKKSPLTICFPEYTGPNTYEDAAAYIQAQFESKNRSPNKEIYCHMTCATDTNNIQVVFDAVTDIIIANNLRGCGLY
# Avidin bead fluor = compound fluoresces at 488/530 nm on avidin beads | compound fluorescence 488/530 nm, flow cytometry; active compounds read high | fluorescence (KMESF) at 10 µM | 220,000 compounds, 0.38% hits | AID 1775; in the data active = fluorescence above about 47; also: inactives centre near 10
# RGS7-Gao = regulators of human RGS7-Galphao interaction. 220,000 compounds, 0.35% hits. AID 1439. Multiplexed bead flow cytometry, RGS7-Galphao binding; actives lie on both sides. P09471. binding response (% of control), % at 10 µM; in the data active = binding response below about 49% or above about 150%; inconclusive = no clear call, values can overlap the other calls; inactive = in between;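 also: fluorescent Galphao held in activated GDP-AlF4 state binding bead-coupled RGS7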
# Active calls of the source: *; u = inconclusive; x = no result given. A portion of the library, so the mix of outcomes need not match the whole.
SMILES	RGS4-Gao reg	Avidin bead fluor	RGS7-Gao
C#CCNc1c2c(nc3ncnn13)CC(C)CC2 (configuration not stated)	104.4	x	u
C=CCNC(=S)Nc1cccc([N+](=O)[O-])c1	105.5	x	u
COc1ccccc1C(=O)OCC(=O)Nc1ccccc1OC(F)F	99.7	x	u
Nc1nc(SCC(=O)c2c(N)n(Cc3ccccc3)c(=O)[nH]c2=O)n[nH]1	101.9	x	u
CSCCC(NS(=O)(=O)c1ccc(F)cc1)C(=O)NCc1ccc(S(N)(=O)=O)cc1 (configuration not stated)	99.6	x	u
CC1CCCCC1NC(=S)NC(=O)c1cccs1 (configuration not stated)	101.3	x	u
NC(=O)c1nn(-c2ccccc2)nc1NC(=O)CN1CCOCC1	107.2	x	u
CC12CN3CC(C)(CN(C1)C3c1ccc([N+](=O)[O-])o1)C2 (configuration not stated)	93.3	x	u
COc1ccc(/C=N/NC(=O)c2ccncc2)cc1CN1CCOCC1	93.2	x	u
COc1ccc(/C(C)=N/NC(=O)c2ccc(NS(=O)(=O)c3cccs3)cc2)cc1	96.1	x	u
COc1ccc2cc(C3CC(c4cccs4)=NN3C(C)=O)c(Cl)nc2c1 (configuration not stated)	98.3	x	u
COc1ccc(OCc2nnc(NC(=O)Nc3ccccc3F)s2)cc1	106.9	x	u

# Next results.
SMILES	RGS4-Gao reg	Avidin bead fluor	RGS7-Gao
Cc1nc2ccc(NC(=O)Cc3c(F)cccc3Cl)cc2s1	104.7	x	u
Cc1ccc(-n2nc(-c3ccco3)cc2C(=O)O)cc1	97.5	x	u
CCCCN(C(=O)c1ccc(Cl)c(S(=O)(=O)N2CCOCC2)c1)c1c(N)n(CCC)c(=O)[nH]c1=O	99.8	x	u
COc1ccc(-c2nnn(CC(=O)N3CCN(c4ccc(F)cc4)CC3)n2)cc1	102.7	x	u
C=CCNC(=S)NCc1ccccc1	82.9	x	u
CN(C)C(CNC(=O)C1CCN(S(=O)(=O)c2ccccc2)CC1)c1ccccc1 (configuration not stated)	100.7	x	u
CCOC(=O)/C=C/C(=O)OCC(=O)Nc1ccc([N+](=O)[O-])cc1	94.1	x	u
O=C(Nc1cccc(S(=O)(=O)N2CCOCC2)c1)c1ccccn1	101.5	x	u
Nc1ccc(S(N)(=O)=O)cc1N	94.6	x	u
Cc1cc(C)c2nc3sc(C(=O)N4CCOCC4)c(N)c3cc2c1	98.9	x	u
COc1ccc(N/C(=N/c2nc(C)cc(C)n2)NC(=O)c2ccccc2)cc1	102.4	x	u
COc1ccc(C(=O)COc2ccc(F)cc2)c(O)c1	96.8	x	u

# (listing goes on)
SMILES	RGS4-Gao reg	Avidin bead fluor	RGS7-Gao
CCN(CC)CCCN1C=C2C(=O)C(C)(OC(=O)C3CCCC3)C(=O)C=C2C=C1c1ccsc1 (configuration not stated)	91.0	x	u
C/C(=N\NC(=S)NC(C)C)c1ccccc1	102.2	x	u
COCC(C)n1c(C)cc(C(=O)CSc2nc(C)c(C)c(C)n2)c1C (configuration not stated)	94.7	x	u
CCN(CC)CCC(c1ccc(OC)cc1)c1c(O)cc(OC)cc1OC (configuration not stated)	107.5	x	u
COc1ccc(N2CCN(C(=O)Cc3ccc(Br)cc3)CC2)cc1	97.2	x	u
CC(C)(C)c1cc(NC(=O)CCl)n(-c2ccccc2)n1	99.1	x	u
O=C(COC(=O)c1ccc(Cl)cc1O)NCCN1C(=O)CSC1=O	106.6	x	u
NS(=O)(=O)c1cccc(NC(=O)COC(=O)c2cc(Cl)ccc2[N+](=O)[O-])c1	94.8	x	u
Cc1ccc(C)c2c1cc(C)c1nnc(SCC(=O)Nc3cccc(C(=O)O)c3)n12	101.4	x	u
CCOC(=O)C1CCN(c2c(Nc3ccc(C)c(C)c3)c(=O)c2=O)CC1	106.8	x	u
CC(C)(C)NC(=O)NC(=O)CN1CCN(c2cccc(Cl)c2)CC1	94.2	x	u
O=c1[nH]c(CSc2nc3ccccc3s2)nc2ccccc12	105.2	x	u

# Further records follow.
SMILES	RGS4-Gao reg	Avidin bead fluor	RGS7-Gao
Cc1cc(C(=O)Nc2ccc(F)cc2C)n(-c2ccccc2)n1	98.1	x	u
CCCCCNC(=O)C(=O)C1C(=O)Nc2ccccc21 (configuration not stated)	96.7	x	u
O=C(O)c1ccc(S(=O)(=O)NC2CC2)cc1	97.3	x	u
O=C(c1csc(Nc2cccc3ccccc23)n1)N1CCCC1	99.1	x	u
COc1ccccc1/C=C/C(=O)/C=C/c1ccccc1O	97.4	x	u
Cc1[nH]n2cnnc2c(=O)c1Br	73.6	x	u
CN1CCCNc2nc3ccccc3nc21	102.7	x	u
CCc1cccc(CC)c1N(COC)C(=O)Cn1cnc2ccccc21	101.0	x	u
C/C(=N\NC(=O)COc1ccccc1-c1ccccc1)c1ccc(O)cc1O	100.5	x	u
Fc1ccccc1/C=N/Nc1nc(-c2ccccn2)nc2ccccc12	109.6	x	u
CCN(c1ccccc1)S(=O)(=O)c1ccc(Cl)c(NC(=O)CN2CCCCCC2)c1	99.4	x	u
COc1ccccc1NC(=O)Cn1c(C)cc(=O)c2cccc(OC)c21	98.4	x	u

# Reprinted from the listing (six entries):
SMILES	RGS4-Gao reg	Avidin bead fluor	RGS7-Gao
COc1ccc2cc(C3CC(c4cccs4)=NN3C(C)=O)c(Cl)nc2c1 (configuration not stated)	98.3	x	u
COc1ccc(OCc2nnc(NC(=O)Nc3ccccc3F)s2)cc1	106.9	x	u
Cc1nc2ccc(NC(=O)Cc3c(F)cccc3Cl)cc2s1	104.7	x	u
Cc1ccc(-n2nc(-c3ccco3)cc2C(=O)O)cc1	97.5	x	u
CCCCN(C(=O)c1ccc(Cl)c(S(=O)(=O)N2CCOCC2)c1)c1c(N)n(CCC)c(=O)[nH]c1=O	99.8	x	u
COc1ccc(-c2nnn(CC(=O)N3CCN(c4ccc(F)cc4)CC3)n2)cc1	102.7	x	u

# Single records, as listed above:
# Listed for COc1ccc(/C=N/NC(=O)c2ccncc2)cc1CN1CCOCC1 : RGS4-Gao reg = 93.2; Avidin bead fluor = x; RGS7-Gao = u
# Listed for C/C(=N\NC(=O)COc1ccccc1-c1ccccc1)c1ccc(O)cc1O : RGS4-Gao reg = 100.5; Avidin bead fluor = x; RGS7-Gao = u

# Further records follow.
SMILES	RGS4-Gao reg	Avidin bead fluor	RGS7-Gao
CC(C)CNC(=O)COC(=O)c1cccc(S(=O)(=O)NCC(F)(F)F)c1	103.8	x	u
CC1(C)Cc2cccc(OCC(=O)OCC(=O)Nc3cccc(S(N)(=O)=O)c3)c2O1	95.8	x	u
O=C(Nc1cc(S(=O)(=O)N2CCOCC2)ccc1N1CCCC1)c1cc(=O)[nH]c2ccccc12	99.4	x	u
CSc1ccc(CN(C)Cc2nc3ccccc3c(=O)[nH]2)cc1	108.1	x	u
Nc1ccc2nn(-c3ccc(Cl)cc3)nc2c1	99.6	x	u
CC(C)NC(=O)NC(=O)COC(=O)/C=C/c1ccc2c(c1)OCO2	105.9	x	u
O=C(/C=C/c1ccc2ccccc2n1)N1CCN(S(=O)(=O)c2ccc(F)cc2)CC1	97.2	x	u
O=c1[nH]c2ccccc2c2nc(-c3cccc(S(=O)(=O)N4CCCC4)c3)nn12	100.2	x	u
COC(=O)c1ccccc1NC(=O)COC(=O)C1CCCCC1	98.2	x	u
Cc1ccc(CCNC(=O)c2cc(C)nn2-c2ccccc2)cc1	108.0	x	u
COc1ccc(NC(=O)C2=CCN(S(=O)(=O)c3ccccc3)CC2)cc1OC	102.2	x	u
COc1ccc(C(=O)NCC(=O)OCC(=O)N(C)c2ccccc2)cc1	96.3	x	u

# Going on with the list:
SMILES	RGS4-Gao reg	Avidin bead fluor	RGS7-Gao
COc1ccc(OC)c(N/C(=N/c2nc(C)cc(C)n2)NC(C)=O)c1	99.3	x	u
Brc1ccccc1-c1nnc(COc2ncnc3ccccc23)o1	101.7	x	u
Cc1nnc(NC(=O)CSc2nc(N)c(NC(=O)c3cccs3)c(=O)[nH]2)s1	105.2	x	u
CCN1CCCC1CNCC(=O)Nc1ccc(OC(F)(F)F)cc1 (configuration not stated)	104.1	x	u
CCN(Cc1cnn(C)c1)C(=O)c1cc(COc2ccc(F)cc2F)on1	98.6	x	u
CC(C)N(C(C)C)S(=O)(=O)c1ccc(NN)nc1	100.3	x	u
O=C(Nc1nc2ccccc2s1)C1CCN(S(=O)(=O)c2cc([N+](=O)[O-])ccc2Cl)CC1	87.2	8	u
O=C(O)/C=C/C(=O)N(CC1CCCO1)C1CC(=O)N(c2c(Cl)cccc2Cl)C1=O (configuration not stated)	82.2	7	u
S=c1nc(-c2ccc(Cl)cc2)[nH][nH]1	91.9	5	u
CC(C)OC(=O)CSc1nnc(C2CCCCC2)n1N	98.5	7	u
CC(C)c1cc(-c2cc(-c3ccc(Cl)cc3)on2)nc(NCC2CC2)n1	100.9	8	u
O=C(CC1C(=O)NCCN1C(=O)Nc1ccc(C(F)(F)F)cc1)Nc1ccc(F)cc1 (configuration not stated)	73.0	8	u

# (next part)
SMILES	RGS4-Gao reg	Avidin bead fluor	RGS7-Gao
C/C(Cc1nnn(-c2cc(C)on2)n1)=N\O	94.3	10	u
O=c1ccc(N=Nc2ccccc2)ccc1O	100.4	6	u
O=C(O)CC1(CC(=O)Nc2ccc3c(c2)C(=O)OC3)CCCCC1	100.2	7	u
CC(C)(C)OC(=O)CNC(=O)c1nc[nH]c1C(=O)NCC(=O)OC(C)(C)C	102.7	8	u
CC(=O)/C(N=Nc1ccc(C(=O)O)cc1)=C(\C)O	101.8	4	u
CCCC(CCC(=O)Nc1cccc([N+](=O)[O-])c1)C(=O)O (configuration not stated)	102.2	8	u
O=c1[nH]c(CN2CCN(c3ccccc3O)CC2)nc2scc(-c3ccccc3Cl)c12	102.7	7	u
CC1=C/C(=C\C=C(C#N)C#N)N(C)c2ccccc21	98.5	8	u
COc1ccccc1/C=C/C1(C(=O)NC2CCCC2)CC(=O)N1c1ccccc1 (configuration not stated)	102.5	8	u
COCC(=O)N(Cc1nc2sc(C)c(C)c2c(=O)[nH]1)C1CCCCC1	105.7	7	u
Cc1ccc(Cl)cc1NC(=S)N(C)N	100.3	3	u
Cc1cc(C)nc(N2CCC(C(=O)NNC(=O)Cc3ccccc3)CC2)n1	100.0	9	u

# (more compounds)
SMILES	RGS4-Gao reg	Avidin bead fluor	RGS7-Gao
Cc1nc(-c2ccc(Cl)cc2)sc1C1(C)CC(c2cccc(F)c2)=NO1 (configuration not stated)	103.9	11	u
CCOc1ccc2cc(C3CC(c4ccco4)=NN3S(C)(=O)=O)c(=O)[nH]c2c1 (configuration not stated)	101.2	5	u
Cc1ccc(NNC(=O)c2cc(C)on2)c(C)c1	76.8	3	u
CN(Cc1cnn(C)c1)C(=O)CC1C(=O)NCCN1Cc1cccc(Oc2ccccc2)c1 (configuration not stated)	102.2	6	u
CSc1ccc(C2(O)Cc3cccc[n+]3C2c2ccccc2)cc1 (configuration not stated)	94.8	8	u
O=C(O)/C=C/c1cccc(NC(=O)c2ccccc2)c1	97.8	8	u
CCc1ccc(N2C(=O)CC(N3CCN(c4ccccn4)CC3)C2=O)cc1 (configuration not stated)	99.6	5	u
O=C(c1ccc2c3n(nc2c1)-c1ccccc1CO3)N1CCOCC1	102.9	9	u
OC1(CC#CCN2CCCCC2)c2ccccc2-c2ccccc21	86.7	9	u
CCOC(=O)c1c(CSc2ccccc2)oc2cc(Br)c(O)c(CN(C)C)c12	98.8	5	u
CCOC(=O)c1c(C)n(C)c2cc(Br)c(O)c(O)c12	101.2	2	u
O=C1N=c2ccccc2=C1c1sc(=S)n(Cc2ccccc2Cl)c1O	98.5	6	u

# Carrying on.
SMILES	RGS4-Gao reg	Avidin bead fluor	RGS7-Gao
Cc1cc(C(F)F)n2ncc(C(=O)NCc3ccc(F)cc3)c2n1	97.8	7	u
CCOc1ccc(C(=O)NCC(=O)OCC(=O)Nc2cccc(S(=O)(=O)N3CCCC3)c2)cc1	94.4	13	u
N#Cc1ccc(Cl)cc1NC(=O)CSc1nc2nc(-c3cccs3)cc(C(F)(F)F)c2c(=O)[nH]1	99.6	9	u
CCC1=C2CC[C@H]3C(=O)N(CC)C(=O)[C@H]3[C@H]2[C@@]2(Cc3ccccc3)C(=NCCOC)OC(=O)N2C1=O	94.5	9	u
CC(C)(C)c1ccc(NC(=O)NC2CCCc3ccccc32)cc1 (configuration not stated)	110.3	7	u
S=C(NC1CCCCC1)N1CCOCCOCCN(C(=S)NC2CCCCC2)CCOCC1	101.3	6	u
CC1CCN(C2=C(NS(=O)(=O)c3ccccc3)C(=O)c3ccccc3C2=O)CC1	97.0	3	u
CN(C)c1ccc(CNC(=O)C2CCC(CNc3c(N4CCCCC4)c(=O)c3=O)CC2)cc1 (configuration not stated)	108.1	9	u
O=[N+]([O-])c1cc(C(F)(F)F)cc([N+](=O)[O-])c1NCCNC(=S)Nc1cccc(F)c1	97.0	6	u
O=C1CNC(=S)N1CCOc1ccccc1	95.0	7	u
CC(C)(C)c1ccc(C(=O)Nc2ccc(S(N)(=O)=O)cc2)cc1	100.1	3	u
CCOCCCn1c(C)nc2c[n+](CC(=O)c3ccc4ccccc4c3)cc(Br)c21	94.3	8	u

# The list continues.
SMILES	RGS4-Gao reg	Avidin bead fluor	RGS7-Gao
COC(=O)[C@H](CCSC)NC(=O)Nc1cccc(Br)c1	96.4	6	u
CC(C)c1ccc(/C=N/n2cnnc2)cc1	104.3	8	u
Cc1ccc(SCCOCCN2CC(C)OC(C)C2)cc1 (configuration not stated)	96.7	6	u
CN(C1CCCCC1)S(=O)(=O)c1ccc(S(=O)(=O)N(CC(=O)Nc2ccccc2)C2CC2)cc1	100.8	12	u
O=c1nc(SCc2c(F)cccc2Cl)nc(-c2ccc(Cl)cc2)[nH]1	104.2	6	u
CC1(/[N+]([O-])=C\c2ccccc2F)CCCCC1=O (configuration not stated)	98.2	8	u
